ERK EGF block = EGF-driven ERK pathway inhibition. HEK293-V1b, EGF-stimulated phospho-ERK AlphaScreen. Potency, µM (top dose mostly 11.5 µM), for inactives: at the top dose activity change, negative = inhibition, usual class: inhibitors. 130,000 tested, 0.41% active. AID 1454; active = well fitted inhibition curve with a large enough effect; inconclusive = small, poorly fitted or top-dose-only effect, or effect the other way;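 note: plate controls were stimulated vehicle wells for no effect and unstimulated vehicle basal for full effect; nearly all actives have a fitted effect of over 55% in size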
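Homogeneous cell-based phospho-ERK assay: HEK293/V1b cells in 1% FBS, compound 30 min then EGF 5 min, AlphaScreen luminescence. Activity normalized between DMSO and 25 nM EGF controls; AC50 from Hill modelling.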
* = called active by the depositor; ? = inconclusive; [ ] = dose if it differs, or a comment. Potency is the fitted concentration of half-maximal effect.

SMILES	ERK EGF block
O=[N+]([O-])c1ccc(CN2CCN(c3ccc4ccccc4n3)CC2)cc1	-1.0%
O=C(CC(=O)N/N=C/c1cccs1)NCc1ccccc1	0.0%
Cc1ccnn1CCC(=O)O	?
CC(COc1ccccc1)N(CCCl)Cc1ccccc1 (stereo not drawn)	2.4%[57.5 µM]
CCCCCN1CN(S(=O)(=O)c2cccs2)c2nc3ccccc3nc21	12.4%[57.5 µM]
CCCCc1nc2sc3c(=O)n(N)cnc3c2c2c1CCC2	-7.5%
CCN(CC)N=Nc1ccc(S(=O)(=O)N2CCSC2C(=O)O)cc1 (stereo not drawn)	-2.2%
NNC(=O)/C(=C/c1cccs1)NC(=O)c1ccccc1Cl	0.1%
COc1ccc(OCC(O)CNC(=O)/C=C/c2cccc([N+](=O)[O-])c2)cc1 (stereo not drawn)	-1.9%
CC(=O)c1nn(-c2ccccc2)cc1C(=O)c1cccc(Br)c1	13.6%
C/C(Nc1ccc2oc(=O)ccc2c1)=C1/C(=O)CC2[C@@H]1C2(C)C (stereo partly drawn)	-4.4%
CCOc1ccc(NC(=O)Nc2cc(C(C)C)ccc2C)cc1	-6.6%[57.5 µM]
CC(=O)c1ccc(NC(=S)NN2C(C)CCCC2C)cc1 (stereo not drawn)	-19.3%
COc1cc(OC)c2c(C)cc(=O)oc2c1C(CCN1CCOCC1)c1ccc2c(c1)OCO2 (stereo not drawn)	-1.3%[57.5 µM]
CC1CN(c2ccc(NC(=S)NNCCC#N)cc2)CC(C)O1 (stereo not drawn)	-3.2%[57.5 µM]
COC(=O)c1cc(NS(=O)(=O)c2ccc(Cl)c(N3C(=O)c4ccc(C(=O)O)cc4C3=O)c2)cc(C(=O)OC)c1	-3.9%[57.5 µM]
O=C(NCc1ccco1)c1ccc(Cn2c(=S)[nH]c3ccccc3c2=O)cc1	-3.4%
O=C(/C=C\Nc1ccc(Br)cc1)c1cccnc1	4.0%
CCN(CC)c1nc(N)n(CCSC(=S)N(C)C)c(=O)n1	-12.9%[57.5 µM]
Cc1cc([N+](=O)[O-])cc2c1NC(c1ccccn1)C1CC=CC21 (stereo not drawn)	-8.9%
O=[N+]([O-])c1ccccc1CN1CCN(Cc2ccccn2)CC1	8.1%
Cc1ccc(CNC(=O)CO/N=C/c2ccc3c(c2)OCO3)cc1	7.2%
O=C(CCS(=O)(=O)c1cccc2nonc12)NCc1ccc(Cl)cc1	2.5%
O=C(COC(=O)CCc1ccc(S(=O)(=O)N2CCOCC2)cc1)Nc1cccc(Cl)c1	-3.4%
O=C(COc1ccccc1Cl)Nc1ccc(C(=O)c2ccc(C(=O)O)cc2)cc1	6.8%
O=C(Cc1ccccc1Cl)Nc1cccc(S(=O)(=O)N2CCOCC2)c1	-6.8%
CCn1cnc2cc(NCc3ccc(N(C)C)cc3)ccc21	-1.7%
Cc1ccc(C(=O)Nc2cccc([N+](=O)[O-])c2)cc1S(=O)(=O)Nc1ccc(C(=O)O)cc1	-16.1%
CC(C)CN1CCCC2(CCN(C(=O)c3csnn3)CC2)C1	-5.3%
Cc1ccc(NC(=O)CSCc2nc3c(nnn3Cc3ccc(F)cc3)c(=O)[nH]2)c(C)c1	-3.0%
COc1ccc(-n2c(=O)c3ccccc3n(Cc3cccc(C)c3)c2=O)cc1OC	-2.2%
CCOc1ccccc1CNC(=O)c1cn(C)c(=O)c2c1c1ccccc1n2C	1.1%
CC1CCCCN1C(=O)COc1ccc(F)cc1 (stereo not drawn)	-8.8%
Cc1cc(OCC(=O)NCc2cccnc2)ccc1[N+](=O)[O-]	-3.5%
C/C=C\C(=O)Nc1cccc(C2=NOC3(C2)C[C@H](C(N)=O)N(C(=O)/C=C/CC)C3)c1 (stereo partly drawn)	-0.7%[57.5 µM]
Cc1c(C(c2ccccc2O)c2c(C)n(C)n(-c3ccccc3)c2=O)c(=O)n(-c2ccccc2)n1C	1.8%
S=C(Nc1ccc(Cl)cc1)N1CCCCC1	-1.8%
COc1ccc(NC(=O)C(CCCCNC(=O)OC(C)(C)C)NC(=O)OCc2ccccc2)cc1 (stereo not drawn)	3.3%
CC(C)(C)NC(=O)NC(=O)COC(=O)Cn1cnc2ccccc2c1=O	0.0%
COC(=O)c1nnn(-c2nonc2N)c1CSc1nnc(C)s1	-1.0%
CCn1cc(CN2CCN(Cc3ccc(C)o3)C(CCO)C2)c2ccccc21 (stereo not drawn)	2.9%
Cc1ccc(N/C=C2\C(=O)N(c3ccc(F)cc3F)C(c3cccnc3)S2(=O)=O)cc1 (stereo not drawn)	5.3%[57.5 µM]
CC(=O)Nc1c(O)nc(SCC(=O)Nc2nnc(SCc3ccccc3)s2)[nH]c1=O	-2.1%[57.5 µM]
CSc1cc(C)c(OCC(=O)Nc2ccc(NC(C)=O)cc2)c(C)c1	-1.6%
COC(=O)Cc1ccc2sc(-c3ccccc3)nc2c1	2.4%
CCOC(=O)C(NC(C)=O)(Nc1ccc(S(=O)(=O)Nc2cc(C)on2)cc1)C(F)(F)F (stereo not drawn)	-2.8%
Cc1ccc(-c2nc(NC(=O)CSc3cc(C)c4ccccc4n3)ns2)cc1	-5.4%
Cc1c([N+](=O)[O-])c([N+](=O)[O-])nn1CC(=O)NCCc1ccccc1	4.5%
CC(C)CN(CC(C)C)c1nnc(N)s1	-1.0%
Cc1cc(SC(C)C(=O)Nc2ncc(Cl)cc2Cl)nc2ccccc12 (stereo not drawn)	6.2%

New compounds follow
SMILES	ERK EGF block
O=S(=O)(NC1=NCCC1)c1ccc(F)cc1F	-3.9%
COc1ccc(CC(=O)NNC(=O)c2cnccn2)cc1	4.1%
CCO[C@H]1OC(C(=O)O)=C[C@@H](C)[C@@H]1CCCO	-5.4%[57.5 µM]
CN1CCN(c2ncnc3ccc(-c4ccccc4C#N)cc23)CC1	11.6%
O=C(CN1C(=O)CSCC1=O)Nc1ccc2c(c1)OCO2	2.5%
O=C(COC(=O)c1ccc(S(=O)(=O)N2CCCC2)cc1)NCc1cccs1	9.4%
CN(C)c1cc(NC(=O)CNC(C)(C)CC(C)(C)C)c2ccccc2n1	2.2%
CSc1cccc(NC(=O)CSc2ncccc2C(=O)Oc2cccc([N+](=O)[O-])c2)c1	6.4%
CC(=O)Nc1ccc(S(=O)(=O)Nc2cccc(NC(=O)c3ccco3)c2)cc1	-4.0%
CCCCCC(=O)NNC(=S)NC(C)=O	-1.8%
CC(C)CCNC(=O)c1csc2c1CCCCC2	?
CNC(=O)COc1ccc(Nc2nnc(C)c3ccccc23)cc1	6.1%[57.5 µM]
CC(=O)N1CCN(CCN2C(C)=CC(=C(C#N)C#N)C=C2C)CC1	-4.6%
CNC(=O)Nc1ccc(Cn2cc(C(F)(F)F)ccc2=O)cc1	8.2%
CC1CCCN(C(=S)SCC(=O)O)C1 (stereo not drawn)	2.1%
O=C(CN1C(=O)NC2(CCc3ccccc3C2)C1=O)Nc1ccc(Cl)cc1F (stereo not drawn)	-2.6%
Cc1csc(-c2cccnc2)n1	-13.4%
COc1ccc(C(C)=O)cc1COc1ccc(F)cc1	-7.2%
O=C(Nc1ccc(Cl)cc1)Nc1nnc(/C=C/c2ccccc2)s1	-12.8%[57.5 µM]
Cc1cc(C(=O)N/N=C/c2c(C)n(C)c3ccccc23)n[nH]1	1.5%

Three compounds from above, ordered by molecular weight, ascending:
SMILES	ERK EGF block
Cc1csc(-c2cccnc2)n1	-13.4%
CC1CCCN(C(=S)SCC(=O)O)C1 (stereo not drawn)	2.1%
O=C(Nc1ccc(Cl)cc1)Nc1nnc(/C=C/c2ccccc2)s1	-12.8%[57.5 µM]

More entries:
SMILES	ERK EGF block
CC1(C)CC(Nc2ccc(Nc3ccccc3)cc2)CC(C)(C)N1	3.0%[57.5 µM]
Cc1ccc2cc(CCNC(=O)c3cccs3)c(=O)[nH]c2c1C	4.1%
CCN(CC)CCOc1ccc(/C(=C(/Cl)c2ccccc2)c2ccccc2)cc1	4.8%
Cc1cccc(N2CCN(C(=O)c3ccc4c(c3)OCCO4)CC2C)c1 (stereo not drawn)	-0.9%
O=C1NNC(c2ccccc2)=N/C1=C\c1ccco1	-5.9%[57.5 µM]
CCOC(=O)c1c(C)[nH]c(C(=O)COC(=O)/C=C/c2ccc(OC(F)F)cc2)c1C	3.6%
Cc1cc(O)c(/C=N/OCc2ccc(Cl)cc2Cl)c(=O)o1	1.3%
COC(=O)c1ccc(S(=O)(=O)NNC(=O)c2ccc(S(=O)(=O)N3CCCCC3)cc2)cc1	-6.3%
CC(=O)c1ccc(/C=C/c2nc3ccccc3n2C)o1	-4.0%[57.5 µM]
COc1ccc(C(=O)N2CCC3(CCCN(C(=O)Nc4cccc(F)c4)C3)CC2)cc1	-1.3%
Cn1c(N)c(C(=O)COc2ccc(C#N)cc2)c(=O)n(C)c1=O	-4.2%
COC(=O)c1cc(C(=O)Nc2ccc(S(N)(=O)=O)cc2)cc([N+](=O)[O-])c1	0.2%
O=C(Nc1ccccc1N1CCOCC1)c1cccnc1	4.3%
Cc1cccc(Nc2c([N+](=O)[O-])cc(C(=O)N3CC(=O)Nc4ccccc43)cc2[N+](=O)[O-])c1	?
COc1ccc(C2CC(=O)c3cnc(NC(=O)c4ccccc4OC)nc3C2)c(OC)c1 (stereo not drawn)	10.1%
COc1cccc(NC(=O)c2ccc(NC(=O)C(C)C)cc2)c1	0.7%[57.5 µM]
COc1ccc(NC(=O)C(C)SCc2ccccc2)cc1OC (stereo not drawn)	1.0%
Cc1ccc(CNC(=O)NC23CC4CC(CC(C4)C2)C3)cc1	5.0%
Cc1c(Cl)cccc1NC(=S)NCCc1ccccn1	-2.5%[57.5 µM]
CCN(C(=O)CCCC(=O)N(CC)c1ccccc1)c1ccccc1	-11.1%

Exported as a markdown table: entries from further up
| structure | ERK EGF block |
| --- | --- |
| COc1ccc(OCC(O)CNC(=O)/C=C/c2cccc([N+](=O)[O-])c2)cc1 (stereo not drawn) | -1.9% |
| CC(=O)c1nn(-c2ccccc2)cc1C(=O)c1cccc(Br)c1 | 13.6% |
| C/C(Nc1ccc2oc(=O)ccc2c1)=C1/C(=O)CC2[C@@H]1C2(C)C (stereo partly drawn) | -4.4% |
| CCOc1ccc(NC(=O)Nc2cc(C(C)C)ccc2C)cc1 | -6.6%[57.5 µM] |
| CC(=O)c1ccc(NC(=S)NN2C(C)CCCC2C)cc1 (stereo not drawn) | -19.3% |
| COc1cc(OC)c2c(C)cc(=O)oc2c1C(CCN1CCOCC1)c1ccc2c(c1)OCO2 (stereo not drawn) | -1.3%[57.5 µM] |
| CC1CN(c2ccc(NC(=S)NNCCC#N)cc2)CC(C)O1 (stereo not drawn) | -3.2%[57.5 µM] |

(more compounds)
SMILES	ERK EGF block
O=C(O/N=C(/c1ccccc1)c1ccncc1)c1cccc(F)c1	1.1%
CCN(C(=O)COC(=O)/C=C/c1ccccc1)C1CCCCC1	6.4%
COC(=O)Cn1c(=O)c2c(nc3n2CC(C)CN3c2ccc(C)c(C)c2)n(C)c1=O (stereo not drawn)	4.3%[57.5 µM]
O=C(O)CCC(=O)Nc1cc(C(F)(F)F)cc(C(F)(F)F)c1	1.9%[57.5 µM]
CC(C)CC(C(=O)NC1CCCC1)N(Cc1ccc2c(c1)OCO2)C(=O)c1snc(C(N)=O)c1N (stereo not drawn)	-1.1%
Cc1noc2ncnc(SCc3ccc(C(F)(F)F)cc3)c12	-8.4%[57.5 µM]
Cc1cc(NC(=O)CCN2C(=O)/C(=C/c3ccccc3F)SC2=S)no1	1.7%
O=C(COC(=O)c1ccc(F)cc1)Nc1nc2ccc([N+](=O)[O-])cc2s1	-7.5%
Cc1cc(/C=C2\SC(=S)NC2=O)cc(C)c1O	7.2%[57.5 µM]
CCOCCCNC(=O)/C(C#N)=C/c1ccc([N+](=O)[O-])o1	-7.4%
O=C(CSc1nncc2ccccc12)N1CCCCC1	-2.9%
O=C(CN1CCCC1)Nc1c(C(=O)C2CC2)oc2ccccc12	-4.1%[57.5 µM]
CC(=NCCN1CCN(C(C)=C2C(=O)c3ccccc3C2=O)CC1)C1=C(O)CC(C)(C)CC1=O	-15.4%
O=C(CSc1nc2[nH]ncc2c(=O)[nH]1)NCc1ccccc1	-3.6%
CN(C)C(=O)/C=C\c1cn(-c2ccccc2)nc1-c1ccc2c(c1)OCCO2	-10.2%
O=C(/C=C/C(=O)Oc1ccccc1C(=O)O)Oc1ccccc1C(=O)O	27.7%
CCC(C)Nc1nc2c(C)cccn2c(=O)c1C=Nc1ccc(OC)cc1 (stereo not drawn)	5.6%
C=C(C)C(=O)N1CC2(CC(c3cccc(NC(=O)CC)c3)=NO2)C[C@H]1C(N)=O (stereo partly drawn)	-4.6%[57.5 µM]
O=C(/C=C/c1ccco1)Nc1cccc2cccnc12	-7.0%
COC(=O)Cc1ccc(NC(=S)NCC(C)C)cc1	0.2%
CCCCC(c1nnnn1CC1CCCO1)N1CCN(Cc2ccccc2)CC1 (stereo not drawn)	-1.5%
CCOc1ccc2nc(NCCCNS(=O)(=O)c3ccc(C)cc3)c(C#N)cc2c1	7.2%
CC1CCCN(C(=O)COc2ccc(-c3ccccc3)cc2)C1 (stereo not drawn)	9.3%
Cc1ccc(-n2nc(C)c3onc(C)c3c2=O)cc1	-2.2%[57.5 µM]
O=C(O)c1ccc(Nc2cnc3ccccc3n2)cc1	3.6%
CN(CC(=O)Nc1ccccc1Sc1ccccc1)Cc1nc2ccccc2c(=O)[nH]1	-4.3%
N=C(C[C@@H](O)COc1ccccc1-c1ccccc1)N1CCCCC1	-1.1%
CCOC(=O)c1ccc(NC(=S)N(CCCN2CCCC(C)C2)Cc2cccs2)cc1 (stereo not drawn)	-0.2%
Cc1cnc(NC(=O)CSC(=S)N2CCOCC2)s1	-7.5%[57.5 µM]
COc1ccc(C2CC(c3ccccc3)=NN2C(=O)CN2CCN(Cc3ccccc3)CC2)cc1 (stereo not drawn)	-0.1%
CCOC(=O)NC(=O)C(=CNc1ccc(C)cc1)C(=O)NC(=O)OCC	3.5%
O=C(Nc1ccccc1N1CCOCC1)c1ccc(N2CCOCC2)c([N+](=O)[O-])c1	-4.1%
CCCCOc1cccc(NC(=O)CSc2nncn2C)c1	8.6%
COc1ccc(CCCc2nnc(SCC(=O)NN)o2)cc1	0.1%
CC(=O)Nc1ccc(N2CCOCC2)c(Cl)c1	-12.2%

Assay outcomes (PubChem BioAssay)

Some of the compounds tested; the hit share may differ from the screen's.
